Compound activity from PubChem.
Rab7 wt GTP bind = dog Rab7 wildtype GTP binding, inhibitors and activators | GST-Rab7 beads, fluorescent GTP binding, flow cytometry; actives lie on both sides; untreated = 100%, excess cold GTP = 0% | GTP binding activity (percent of control), % at 10 µM | hit rate 0.055% among 190,000 | AID 758;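 active means fluorescent GTP binding to Rab7 beads changed by at least 20 points from the 100% baseline, either direction, mostly lower; inconclusive means compound itself probably fluorescent, or too few beads counted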;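 further: median green fluorescence of bound Bodipy-FL-GTP per Rab7 bead population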
HRas wt GTP bind = changes GTP binding to wildtype human HRas; P01112; GST-Ras wt beads, Bodipy-FL-GTP binding, flow cytometry; actives lie on both sides; GTP binding activity, % at 10 µM; hit rate 0.14% among 190,000; AID 759;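 active means GTP binding activity at least 20% away from the 100% baseline, either lowered as inhibitor or raised as activator; inconclusive means flagged as likely green fluorescent, judged across all proteins in the well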;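 further: 0% = unlabeled GTP competition control and 100% = no-compound control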
Target sequence (P01112 whole entry, looked up): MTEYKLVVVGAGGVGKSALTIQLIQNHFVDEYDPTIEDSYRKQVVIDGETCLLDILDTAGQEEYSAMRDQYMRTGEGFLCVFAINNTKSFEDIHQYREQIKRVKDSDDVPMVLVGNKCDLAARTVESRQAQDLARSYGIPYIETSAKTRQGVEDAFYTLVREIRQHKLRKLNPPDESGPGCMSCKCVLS
Mcl1 Noxa PPI = Mcl-1/Noxa interaction inhibition; Q07820; TR-FRET Mcl-1/Noxa peptide binding, 2 h; inhibition, % at 21.7 µM; hit rate 1.5% among 220,000;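 active means compounds that cut the protein-peptide binding signal by more than 50% relative to plate controls in a single-dose test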;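 further: His-tagged Mcl-1 with rhodamine Noxa BH3 peptide and terbium anti-His antibody; 0% = Mcl-1 plus Noxa peptide wells and 100% = peptide-only wells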
Target sequence (Q07820 whole entry, looked up): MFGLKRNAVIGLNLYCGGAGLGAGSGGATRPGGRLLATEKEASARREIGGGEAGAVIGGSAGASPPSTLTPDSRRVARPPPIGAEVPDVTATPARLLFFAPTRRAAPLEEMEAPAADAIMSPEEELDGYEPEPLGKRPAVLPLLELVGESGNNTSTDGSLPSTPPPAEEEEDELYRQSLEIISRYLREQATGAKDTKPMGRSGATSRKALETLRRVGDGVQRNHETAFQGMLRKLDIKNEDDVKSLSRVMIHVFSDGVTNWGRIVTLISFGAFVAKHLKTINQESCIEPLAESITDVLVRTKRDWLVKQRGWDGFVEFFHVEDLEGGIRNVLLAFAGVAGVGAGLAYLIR
Avidin fluor = avidin bead compound fluorescence profile. AID 1775. fluorescence (KMESF) at 10 µM. Avidin beads, compound fluorescence 488/530 nm, flow cytometry; hits give high values. hit rate 0.38% among 220,000; in the data active means fluorescence above about 47; further: inactives centre near 10
Rab2 wt GTP = changes GTP binding to wildtype dog Rab2A, up or down; GST-Rab2 wt beads, Bodipy-GTP binding, flow cytometry; GTP binding activity, % at 10 µM; hit rate 0.19% among 190,000; AID 760;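 active means GTP binding activity at least 20 points away from 100%, either lowered or raised; inconclusive means signal likely due to the compound's own green fluorescence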;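 further: 0% = beads with excess unlabeled GTP and 100% = no-compound control corrected for plate trend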
Pf gamet viab = inhibitors of late stage P. falciparum gametocyte viability | hit rate 0.065% among 150,000 | P. falciparum stage V gametocytes, ATP luminescence, 24 h | inhibition, % at 10.9 µM | AID 743093;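 active means inhibition above the mean plus 3 SD of compounds within the control limits, set per campaign, cut at about 38% in these data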;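 further: 0% = DMSO wells and 100% = medium only without gametocytes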
Mcl1 Bid PPI = disrupts binding of human Mcl-1 to Bid peptide; TR-FRET Mcl-1/Bid-Dy647 peptide binding, 1536-well; inhibition, % at 21.7 µM; hit rate 0.97% among 220,000; AID 1021;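 active means compounds that cut the binding signal by more than half at the single screening dose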;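 further: His-tagged Mcl-1 with europium anti-His antibody binding Bid BH3 peptide; 0% = Mcl-1 plus peptide wells and 100% = peptide-only wells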
Rac1 act GTP bind = alters GTP binding to activated mutant human Rac1. GST-Rac1 activated beads, fluorescent GTP binding, flow cytometry; actives lie on both sides; 100% means binding = to untreated wells. AID 764. percent activity (GTP binding), % at 10 µM. hit rate 0.11% among 190,000;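 active means GTP binding at least 20 percentage points away from the 100% baseline, in either direction, so actives lie on both sides; inconclusive means Compound likely fluorescent itself, or too few beads counted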
Cdc42 wt GTP = modulators (inhibitors or activators) of GTP binding to human Cdc42 wildtype; P60953; GST-Cdc42 beads, Bodipy-GTP binding, flow cytometry; actives lie on both sides; percent activity (GTP binding), % at 10 µM; hit rate 0.2% among 190,000; AID 761;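 active means percent activity GTP binding at least 20 points away from the 100% baseline, either down as inhibitor or up as activator; inconclusive means compound flagged as likely green fluorescent from well-wide comparison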;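 further: median bead fluorescence of bound Bodipy-FL-GTP at 100 nM; 0% = excess unlabeled GTP control and 100% = no compound control; below 100% means less GTP binding so inhibitor and above means activator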
Target sequence (P60953 whole entry, looked up): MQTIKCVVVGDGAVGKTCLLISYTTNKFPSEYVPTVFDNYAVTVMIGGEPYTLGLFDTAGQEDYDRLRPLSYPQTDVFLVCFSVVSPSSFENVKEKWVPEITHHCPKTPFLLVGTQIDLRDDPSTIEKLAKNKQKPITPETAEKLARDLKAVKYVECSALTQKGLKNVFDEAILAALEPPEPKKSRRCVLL
Rac1 wt modul = modulators of human Rac1 wildtype GTP binding; P63000; GST-Rac1 beads, fluorescent GTP binding, flow cytometry; actives lie on both sides; 0 = cold GTP competed, 100 = untreated; GTP binding activity (% of control), % at 10 µM; hit rate 0.27% among 190,000; AID 757;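 active means GTP binding activity at least 20 points away from the 100% control level, either lower or higher; inconclusive means compound flagged as likely green fluorescent, judged across all proteins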
GSH bead fluor = GSH bead compound fluorescence profile; GSH beads flow cytometry, compound fluorescence 488/530 nm; hits give high values; fluorescence (KMESF) at 10 µM; hit rate 0.25% among 190,000; in the data active means fluorescence above about 89;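 further: glutathione beads carrying GST-tagged Bcl family fusion proteins plus one bare bead set; values are compound well signal with DMSO vehicle wells as background; inactives centre near 16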
* = called active by the depositor; ? = inconclusive; nt = no result given.

SMILES	Rab7 wt GTP bind	HRas wt GTP bind	Mcl1 Noxa PPI	Avidin fluor	Rab2 wt GTP	Pf gamet viab	Mcl1 Bid PPI	Rac1 act GTP bind	Cdc42 wt GTP	Rac1 wt modul	GSH bead fluor
C/C(=N\Nc1nc(-c2cc(C)ccc2C)cs1)c1cc2c(ccc3ccccc32)oc1=O	102	93	-33	4	92	1	-81	94	92	91	9
Cc1ccc(OCc2nnc(NC(=O)OCC(C)C)s2)cc1	107	102	9	7	101	nt	9	98	100	106	39
CC1CN(CC(O)COCc2ccc3c(c2)OCO3)CC(C)O1 (stereo not given)	104	98	13	10	97	12	-10	93	97	96	13
O=C(OCc1ccccc1)c1ccc2c(c1)-c1ccccc1C2=O	96	96	6	38	94	nt	0	93	96	92	17
CCc1nnc(SCC(=O)NC2CCCC2)nc1CC	96	102	0	8	100	-12	-10	101	104	102	4
Cc1c(-c2ccccc2)oc2c(C(=O)OCC(=O)Nc3ccc(F)cc3)cccc2c1=O	100	95	12	13	96	2	-7	95	101	99	20
COc1ccc(NC(=O)CCNS(=O)(=O)c2ccc3c(c2)c(=O)n(C)c(=O)n3C)cc1	105	105	-1	69*	105	nt	-9	101	105	104	24
O=C(NCCCN1CCOCC1)c1ccc([N+](=O)[O-])cc1[N+](=O)[O-]	108	100	13	10	103	-1	-12	98	101	102	26
C=CCn1c(Cc2c[nH]c3ccccc23)nnc1SCC(=O)NCc1ccccc1	100	103	-7	5	101	nt	-3	100	105	103	26
CCNC(=O)Cn1cc(C#N)c2ccccc21	102	103	0	5	101	nt	-3	99	104	106	13
C/C(=N\NS(=O)(=O)c1ccc([N+](=O)[O-])cc1)c1cccs1	96	97	15	6	95	-23	-17	94	95	94	10
Cc1nc2c(C(=O)NCc3ccccc3)c[nH]n2c(=O)c1Cl	?	?	21	28	?	nt	13	?	?	?	13
COCC(=O)NC(c1ccccc1)c1ccccc1	97	94	7	9	96	-29	-6	90	97	95	25
C=CCN=C1NN=C(c2ccc3c(c2)OCCO3)CS1	105	102	12	10	99	25	-34	95	98	96	17
O=C1NC(=O)/C(=C/c2ccccc2Oc2ccc(Cl)cc2)S1	98	94	7	12	96	nt	5	93	91	90	11
O=C(N/N=C/c1cccc(OCc2ccccc2)c1)c1ccc(Br)cc1	99	97	-1	4	96	4	2	97	94	99	10
FC(F)(F)c1nnc2c(Sc3ccc(Cl)cc3)nc3ccccc3n12	95	99	-3	nt	95	-5	-24	97	96	95	7
CC(=O)c1c(C)[nH]c(C(=O)N2c3ccccc3CC2C)c1C (stereo not given)	98	102	8	7	103	nt	-34	102	102	102	13
CCOc1ccc(NS(=O)(=O)c2ccc3[nH]cc(C(=O)NCC4CCCO4)c(=O)c3c2)cc1 (stereo not given)	86	96	2	15	89	8	-5	99	98	102	10
O=C1CSC(c2cccc(Cl)c2Cl)N1c1ccccn1 (stereo not given)	99	99	-16	12	98	-9	-46	97	97	101	4
CCOC(=O)c1sc(NC(=S)NC(=O)C2CCCC2)cc1C	97	97	-9	49*	97	-2	-17	97	96	99	12
O=C(NC1CCCC1)C(c1ccc(F)cc1)N(Cc1ccc(F)cc1)C(=O)c1ccn[nH]1 (stereo not given)	97	97	12	6	98	nt	-4	98	98	99	10
CSc1ccccc1NC(=O)CN(C)Cc1cc(=O)n2ccsc2n1	95	99	6	13	95	-63	-4	96	98	101	12
N#Cc1cc([N+](=O)[O-])ccc1NCCc1ccccn1	103	98	-5	9	98	23	-56	96	96	97	16
Cc1cc(NC(=O)c2ccccc2[N+](=O)[O-])ccc1Br	97	96	7	10	94	-33	5	96	97	96	18
Cc1nnc(SCc2ccc(F)cc2Cl)s1	99	99	-18	10	99	2	-13	98	98	97	17
COc1cc(OC)cc(C(=O)Nn2c(C)nc3ccccc3c2=O)c1	97	98	19	1	98	-26	-7	96	96	100	46
CCn1cc(CN(C)S(=O)(=O)c2cccc([N+](=O)[O-])c2)cn1	104	97	-7	6	98	14	-6	93	97	96	15
CC(C)Sc1nnc(NC(=O)c2ccco2)s1	96	95	15	27	97	18	6	96	95	98	17
CCOC(=O)C1C(=O)NC(N2CCCCC2)=NC1c1ccco1 (stereo not given)	94	98	0	23	100	1	-29	99	103	106	23
Cc1cccnc1NCC(O)COc1ccccc1 (stereo not given)	97	100	-9	10	98	12	-21	99	101	100	8
COCCCNC(=O)CC(NS(=O)(=O)c1ccc(C)cc1)c1ccc(OC)cc1 (stereo not given)	93	93	nt	10	93	21	-4	91	93	89	36
N#CC1=C(Nc2ccc(Br)cc2)CCC1	100	103	-1	15	100	24	-23	101	101	103	30
COc1ccccc1NC(=O)CCc1nc(-c2ccccc2F)no1	96	93	-5	9	92	13	-17	93	90	96	8
COc1ccc(-c2nc3nc(C)cc(C)n3n2)cc1	91	95	7	38	93	nt	4	94	96	94	13
COc1ccc(-c2csc3nc(C)nc(N4CCN(c5ccc(C(C)=O)cc5)CC4)c23)cc1OC	107	103	-14	10	104	nt	-34	96	101	104	19
CCOC(=O)c1c(CSc2ccccc2)oc2ccc(O)cc12	100	98	18	13	95	0	3	97	97	100	3
Cc1cc(=O)n2[nH]c(NCc3ccccc3F)nc2n1	104	97	6	20	96	4	-14	93	94	101	9
CCN(CC)C(=O)C1CC(c2ccc(OC)cc2)=NO1 (stereo not given)	102	99	1	10	100	nt	-10	98	99	99	16
O=C(Cc1cccs1)N/N=C\c1ccc(O)cc1	93	93	3	9	93	14	-6	95	93	93	11
C=CCNC(=S)N/N=C/c1ccc(-c2ccc(OC)cc2)o1	?	?	-15	23	?	-10	-46	?	?	?	12
O=C(OCC(=O)N1c2ccccc2Sc2ccccc21)C1CC(=O)N(Cc2ccco2)C1 (stereo not given)	101	104	1	36	104	-7	-13	104	103	103	21
CC(C)COC(=O)NCCOC(=O)Nc1cccc(Cl)c1	94	96	-1	13	97	nt	-28	98	98	94	43
O=C(NCc1nc2ccccc2[nH]1)C1=C[C@H](c2ccc3c(c2)OCO3)C[C@H](OCc2ccc(CO)cc2)O1	104	95	-4	4	97	nt	8	94	95	95	19
COc1ccc(CCNc2ccc(S(=O)(=O)N3CCCC3)cc2[N+](=O)[O-])cc1	98	100	29	11	97	11	2	98	103	101	9
CCOC(=O)N1CCN(S(=O)(=O)c2ccc(OCC(=O)OC)c(Cl)c2)CC1	99	105	16	14	106	-8	-5	101	108	103	15
COc1ccccc1N(CC(=O)N/N=C/c1ccc(OCC(=O)NCc2ccco2)cc1)S(=O)(=O)c1ccc(C)cc1	99	101	14	25	99	nt	1	99	98	102	32
COc1ccc(CN(C(=O)/C=C/C(=O)c2ccc(OC)cc2O)C(C(=O)NC2CCCCC2)c2ccncc2)cc1 (stereo not given)	103	100	17	3	98	-10	-16	99	99	104	7
Cc1cc(C)n(C(=O)CN2C(=O)CCC2=O)n1	98	101	0	13	98	-1	-18	98	106	104	35
CCCc1c(C)[nH]c2ccccc2c1=O	96	96	-1	10	93	nt	-14	93	101	103	42
The list goes on:
SMILES	Rab7 wt GTP bind	HRas wt GTP bind	Mcl1 Noxa PPI	Avidin fluor	Rab2 wt GTP	Pf gamet viab	Mcl1 Bid PPI	Rac1 act GTP bind	Cdc42 wt GTP	Rac1 wt modul	GSH bead fluor
CN(C)N1C(N)=C(C#N)C(c2cccs2)C2=C1CCCC2=O (stereo not given)	104	101	0	7	103	14	-54	95	101	98	14
O=C(COC(=O)CC(c1ccccc1)c1ccccc1)Nc1ccc(F)c(F)c1	94	97	-4	11	98	nt	-5	94	96	102	16
O=C(Oc1cccc(Nc2ncnc3ccccc23)c1)c1cccnc1	99	99	25	5	99	-19	-7	95	97	97	12
COc1ccc(CN2CCN(CCc3ccccc3)C(CCO)C2)c(O)c1 (stereo not given)	98	100	-9	12	99	nt	-34	98	103	100	23
N#CCSc1nnc2sc3ccccc3n12	102	98	9	6	99	nt	-6	98	99	96	23
COc1ccc(CN=Cc2c(O)[nH]c3ccccc23)cc1	105	99	10	21	102	nt	-47	95	98	100	9
COc1ccc2c(c1)c(C(=O)OCCN(C)C)c(C)n2C	102	102	18	8	101	nt	3	100	104	105	12
CCC1(C)Cc2c(C#N)c(N)n(N)c(=S)c2CO1 (stereo not given)	101	101	24	8	99	nt	-32	100	102	106	18
Cc1cc(C)c2c(=O)cc(C(F)(F)F)oc2n1	97	95	-2	11	95	nt	-1	93	94	96	9
COCCCn1c2nc3ccccc3nc2c2c(=O)n(Cc3cccs3)cnc21	96	100	4	16	100	nt	3	98	100	101	29
C/C(=N\Nc1nc(C)c(C)s1)c1ccc([N+](=O)[O-])cc1	95	93	32	22	96	6	-14	96	94	95	21
S=C(NCc1ccncc1)Nc1cccc(Cl)c1	97	101	16	16	101	-11	-83	99	100	104	13
C=CCNC(=O)CCCCCNS(=O)(=O)c1ccc(OC)cc1	104	101	7	10	101	nt	-20	97	102	106	14
CCc1cccc(NC(=O)c2ccc(NS(=O)(=O)c3c(C)noc3C)cc2)c1	99	98	-2	13	98	0	24	97	98	106	32
CC(=O)Nc1ccc(OCC(=O)N(CC(C)C)C2CCS(=O)(=O)C2)cc1 (stereo not given)	96	95	4	11	97	7	-16	92	92	95	12
Cc1ccc(CNC(=O)c2ccc3nc4[nH]c5ccccc5c4nc3c2)cc1	?	?	15	10	?	-1	68*	?	?	?	8
COc1cccc(CC2(CO)CCN(S(=O)(=O)N(C)C)CC2)c1	100	91	-9	7	91	nt	-21	87	90	93	22
Cc1ccc(S(=O)(=O)Nc2ccc3nc(C)sc3c2)cc1	98	99	9	9	100	nt	-4	98	101	104	16
Cn1ccc(NC(=O)Nc2cccc([N+](=O)[O-])c2)n1	103	93	16	9	101	4	-8	96	97	99	20
CC(C)Oc1ccc(CC(=O)NNC(=S)Nc2ccc(Br)cc2)cc1	98	97	-64	5	98	8	-42	96	96	99	25
Cc1ccccc1NC(=O)c1cc2c(C)nc3ccccc3c2o1	92	90	9	11	88	-15	-1	90	88	84	13
Cc1nn(C)c(C)c1S(=O)(=O)N1CCCC(C(=O)NCC2COc3ccccc3O2)C1 (stereo not given)	105	103	-12	5	102	nt	-13	98	103	105	19
